# NPR1 activator – GC-A stimulated cGMP production enhancers – HEK293 GC-A cells, cGMP TR-FRET, EC30 ANP, primary screen. Atrial natriuretic peptide receptor 1 (Homo sapiens), P16066. 0% at EC30 ANP, 100% saturating ANP. activation, % at 10 µM. hit rate 0.14% among 370,000; in the data active means activation above about 40%
# PG9 binder – binders of HIV-1 gp120 antibody PG9, primary screen, biochemical, TR-FRET. HIV-1 gp120 / PG9 antibody interaction. AID 624416, 2012. hit rate 0.43% among 360,000. TR-FRET gp120-PG9 antibody binding. inhibition, % at 6.7 µM; in the data active means inhibition above about 8.5%
# mABHD4 FP – ABHD4 inhibitors, primary screen, biochemical, fluorescence polarization, mouse; (Lyso)-N-acylphosphatidylethanolamine lipase (Mus musculus), Q8VD66; purified mABHD4, FP-Rh probe fluorescence polarization; inhibition, % at 8.92 µM; hit rate 0.54% among 370,000;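 active means inhibition exceeding the mean over every tested compound plus 3 SD, cut at about 30% in these data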;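 further: 0% = plate median of compound wells and 100% = S159A mutant with DMSO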
#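 Assay system: mABHD4 protein; medium: HEPES pH 7.0, NaCl, Pluronic buffer; dosing: 8.92 µM, single dose; schedule: 45 min + 60 min at 25 °C; signal: FP readout, ex 525 nm / em 598 nm; read-out: normalized percent inhibition of probe labeling; repeats: single replicate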
# HTRA1 inhibitor – HTRA1 serine protease inhibitors, primary screen, biochemical, fluorescence polarization, HTS; recombinant HTRA1, FP-rhodamine activity-based probe; inhibition, % at 5.96 µM; hit rate 0.5% among 340,000; in the data active means inhibition above about 36%;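 further: 0% = enzyme with DMSO and 100% = wells lacking enzyme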
# Rev-erbA mod – modulators of Rev-erb alpha DNA binding, primary screen, biochemical, FITC-DNA, fluorescence polarization, uHTS; Nuclear receptor subfamily 1 group D member 1 (Homo sapiens), P20393; Rev-erbα–FITC-DNA binding, 90 min; activity, % at 10 µM; hit rate 0.79% among 370,000;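 active means activity above about 14%, limit read from the data; passing the limit was not always enough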;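 further: 0% = DMSO wells with 35 nM protein and 100% = DMSO wells with 750 nM protein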
# Target sequence (P20393 whole entry, looked up): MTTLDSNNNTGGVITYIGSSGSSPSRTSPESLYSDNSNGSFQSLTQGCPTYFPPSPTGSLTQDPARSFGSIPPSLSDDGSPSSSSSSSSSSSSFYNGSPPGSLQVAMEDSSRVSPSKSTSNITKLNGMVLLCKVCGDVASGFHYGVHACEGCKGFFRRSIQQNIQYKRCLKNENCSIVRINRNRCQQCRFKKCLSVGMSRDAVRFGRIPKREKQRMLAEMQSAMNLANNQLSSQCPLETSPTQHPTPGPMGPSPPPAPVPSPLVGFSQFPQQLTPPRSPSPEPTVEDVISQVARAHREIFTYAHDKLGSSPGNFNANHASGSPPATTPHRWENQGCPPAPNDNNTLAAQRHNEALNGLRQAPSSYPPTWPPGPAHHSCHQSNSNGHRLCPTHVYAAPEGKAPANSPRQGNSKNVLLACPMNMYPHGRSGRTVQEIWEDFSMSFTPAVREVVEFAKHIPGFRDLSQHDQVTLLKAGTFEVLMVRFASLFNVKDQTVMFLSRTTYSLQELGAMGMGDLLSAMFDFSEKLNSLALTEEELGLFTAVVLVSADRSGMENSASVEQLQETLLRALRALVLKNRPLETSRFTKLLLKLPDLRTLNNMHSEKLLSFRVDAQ
# SMARCA2 act – SMARCA2 (BRM) function activators, primary screen, cell-based, luminescence, high throughput. MG213 cells, MMTV-luciferase reporter, dexamethasone, overnight. activation, % at 9.1 µM. AID 652017, 2013. hit rate 1% among 370,000; in the data active means activation above about 7.8%;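 further: 0% = vehicle wells and 100% = reference activator wells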
# GC-B act – human GC-B receptor activators, primary screen, HEK293 GC-B cells, cGMP TR-FRET, EC30 CNP; Atrial natriuretic peptide receptor 2 (Homo sapiens), P20594; 0% at EC30 CNP, 100% saturating CNP; activation, % at 10 µM; hit rate 0.11% among 370,000; AID 1920062, 2024;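 active means activation at 10 µM reaching about 35% in either raw or pattern-adjusted values, limit read from the data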
# rCAG binder – binders of r(CAG) RNA repeats, primary screen, biochemical, fluorescence | r(CAG) RNA repeat, TO-PRO-1 dye displacement fluorescence | inhibition, % at 3 µM | hit rate 1.3% among 370,000 | AID 651821, 2012;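 active means inhibition above the plate cutoff, the mean of all test compounds on that plate plus 3 SD, cut at about 35% in these data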;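 further: 0% = DMSO alone and 100% = 100 µM mitoxantrone as full dye displacement; higher means more dye released from RNA so lower well fluorescence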
# ARFGAP1 inhibitor – inhibitors of rat ARFGAP1 GAP activity, primary screen, biochemical, fluorescence polarization, GDP tracer. inhibition, % at 16.5 µM. ADP-ribosylation factor GTPase-activating protein 1 (Rattus norvegicus), Q62848. Arfgap1-stimulated ARF1 GTP hydrolysis, GDP FP detection. hit rate 0.26% among 360,000. AID 651572, 2012;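 active means inhibition above a per-plate limit, mean inhibition of low control wells plus 3 SD, cut at about 25% in these data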;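 further: 0% = DMSO wells with enzyme and 100% = wells lacking Arfgap1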
#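 Repeats: one replicate per compound; assay system: rat Arfgap1 catalytic domain, aa 1-136; times: enzyme reaction 120 min at 25 °C after 20 min preincubation; detection: FP of antibody-bound GDP Alexa 633 tracer, ex 620/em 688 nm; benchmarks: high control wells lacking Arfgap1, low control full reaction with DMSO; reagent: human ARF1(Δ1-17)-GTP substrate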
# ASAP1 inh – inhibitors of human ASAP1 ArfGAP activity, primary screen, biochemical, fluorescence polarization. ASAP1-stimulated ARF1 GTP hydrolysis, GDP FP detection. AID 624377, 2012. hit rate 0.19% among 360,000. inhibition, % at 16.5 µM. Arf-GAP with SH3 domain, ANK repeat and PH domain-containing protein 1 (Homo sapiens), …; in the data active means inhibition above about 25%;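 further: 0% = vehicle with enzyme and substrate and 100% = no enzyme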
# Target sequence (Q9ULH1 325-724 limits assumed): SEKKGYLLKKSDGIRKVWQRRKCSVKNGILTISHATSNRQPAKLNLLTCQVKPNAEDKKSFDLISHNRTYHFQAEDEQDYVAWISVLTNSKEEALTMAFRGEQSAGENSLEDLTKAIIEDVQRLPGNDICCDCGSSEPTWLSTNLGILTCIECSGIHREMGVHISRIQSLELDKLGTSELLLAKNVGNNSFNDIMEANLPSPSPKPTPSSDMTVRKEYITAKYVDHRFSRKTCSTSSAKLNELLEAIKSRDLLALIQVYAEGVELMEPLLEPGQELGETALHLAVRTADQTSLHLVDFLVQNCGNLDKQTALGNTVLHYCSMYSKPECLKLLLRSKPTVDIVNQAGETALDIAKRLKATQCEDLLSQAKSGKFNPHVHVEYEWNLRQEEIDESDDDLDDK
# The depositor's hits bear a star; x = not tested or not shown.
SMILES,NPR1 activator,PG9 binder,mABHD4 FP,HTRA1 inhibitor,Rev-erbA mod,SMARCA2 act,GC-B act,rCAG binder,ARFGAP1 inhibitor,ASAP1 inh
COC(=O)c1ccccc1NC(=O)CSc1nc(-c2ccco2)cc(C(F)(F)F)n1,-10,1.5,-4,-10,8,1,-9,6,10,12
CCCNS(=O)(=O)c1cc(CN2C(=O)c3cccnc3C2=O)ccc1OC,6,-0.2,4,-2,-13,-1,0,-4,5,-4
CCCn1c(C(CO)Nc2nc(C)cs2)nc2ccccc21 (configuration not stated),3,-0.8,4,1,-7,-1,1,-4,2,-2
CCC(C)(C)n1nnnc1C(c1cc2cc(OC)ccc2[nH]c1=O)N1CCc2ccccc21 (configuration not stated),-13,4.2,1,-6,0,-3,-8,9,20,13
CCc1ccc(NC(=O)C(=O)N/N=C(\C)CC(=O)NCc2ccc(Cl)cc2)cc1,1,1.6,8,-9,2,0,-3,0,0,-3
O=C(CCC1CCCCC1)Nc1ncn[nH]1,2,-0.3,2,2,3,-1,9,0,3,14
Cc1cc(C)c2oc(C(=O)Nc3ccc(S(=O)(=O)Nc4nccs4)cc3)cc(=O)c2c1,-4,-0.4,-21,-32,-6,2,-1,68*,-10,-1
O=S1(=O)C=C(Sc2ccc(Cl)cc2)c2ccccc2C1Cc1ccc(F)cc1 (configuration not stated),1,0.9,-12,x,9,-5,5,6,-12,-8
Cn1c(SCc2ccc(Br)cc2)nnc1-c1ccccn1,-1,-1.8,-2,x,-5,-3,-4,-5,1,3
O=C(Nc1nc(-c2cccnc2)cs1)c1ccccc1F,-5,-0.2,7,-2,0,3,-2,0,6,9
CCOC(=O)c1c(-c2ccc(C)o2)csc1NC(=S)NC(=O)c1ccc(F)cc1,27,-0.3,-6,-7,-4,3,34,4,-4,-7
CCOC(=O)CSc1nc2ccccc2c(=O)n1CCN1CCOCC1,-4,-1.5,-5,5,-4,-5,2,-3,8,9
CCCCNC(=O)C1CCCN(S(=O)(=O)c2c(C)noc2/C=C/c2cccs2)C1 (configuration not stated),-2,2.0,-10,-1,-2,-3,-1,4,-1,-5
CC(=O)Nc1ccc(NC(=O)c2ccccc2N(Cc2ccccc2)S(C)(=O)=O)cc1,-4,0.9,-7,1,-6,-2,3,-6,10,-6
O=C(C[n+]1cc[nH]c1)c1ccc(Cl)cc1,0,-1.9,1,4,0,3,0,-3,3,2
CC(=O)N1N=C(c2ccncc2)CC1c1ccccc1O (configuration not stated),-8,-0.3,-1,-1,1,0,3,-5,7,-7
CC[N+](C)(CC)CCOC(=O)C1c2ccccc2Oc2ccccc21,1,-0.2,0,5,-9,-3,5,6,13,-6
COc1ccc(N2CCN(c3ccc([N+](=O)[O-])cc3Cl)CC2)cc1,-6,-1.6,4,7,3,-4,-1,-2,1,-4
Cc1noc(C)c1CSCC(=O)N(C)CC(=O)Nc1ccccc1C(F)(F)F,8,-1.3,-6,-1,0,-2,6,-1,-1,5
CCOC(=O)C=C(OC(=O)c1ccc(OC)cc1)c1ccccc1,1,0.2,-3,-17,9,-4,0,1,-6,4
O=C(/C=C/c1ccccc1)N/C(=C\c1ccco1)C(=O)NCCO,-1,-1.4,-7,2,3,0,2,-2,-3,-3
COc1ccc(C(=O)CN2Cc3ccccc3C2=N)cc1,1,-2.4,7,-3,-3,12*,0,2,7,7
CCc1ccc(OCC(=O)N/N=C/c2ccc(OS(=O)(=O)c3ccc(C)cc3)c(OC)c2)cc1,-1,-2.2,0,-15,0,8,1,4,11,1
Cc1ccc(CNC(=O)O[C@H]2CC[C@@]34CCCN3C(=O)CCC[C@H]4[C@H]2C)cc1,-1,x,-1,x,-2,x,-3,x,x,x
Cc1ccc(N2CCN(C(=O)c3cccs3)CC2)cc1C,-2,0.7,4,-5,5,1,1,-1,-3,-1

# Following part:
SMILES,NPR1 activator,PG9 binder,mABHD4 FP,HTRA1 inhibitor,Rev-erbA mod,SMARCA2 act,GC-B act,rCAG binder,ARFGAP1 inhibitor,ASAP1 inh
Cc1ccc(NC(=O)C2C3CCC(O3)C2C(=O)O)cc1Cl (configuration not stated),1,-1.5,2,1,-5,-2,5,-2,1,0
CCC1ON(c2ccccc2)C2c3nc4ccccc4n3CC12 (configuration not stated),-3,-0.6,5,4,0,1,-4,-2,-3,-2
Cc1ccc(S(=O)(=O)Nc2ccc(S(=O)(=O)NCC3CCCO3)cc2)cc1 (configuration not stated),3,0.7,0,4,0,0,8,3,6,4
CCc1ccc(C(=O)NC(CC(C)C)C(=O)O)cc1 (configuration not stated),2,1.6,4,1,-3,0,0,0,-2,4
NC(=O)CSc1ncnc2c1nnn2Cc1ccc(F)cc1,0,0.5,4,-2,-4,-3,4,-1,17,-7
O=C(NCCOC(=O)Nc1cccc2ccccc12)OCc1ccccc1,-2,-1.1,-12,-19,1,0,-6,-1,19,-2
CCN(CC)c1ccc(C(=O)NNC(=O)CCl)cc1,5,-3.0,8,5,-9,7,-1,5,8,-7
Cc1ccc(-c2nnc(SCC(=O)N/N=C/c3ccccc3C(=O)O)n2-c2ccccc2)cc1,0,-0.1,5,x,2,-1,-1,18,11,0
COc1ccc(-c2ccc(/C=N/N3C(=O)C4C5C=CC(C6CC56)C4C3=O)o2)c([N+](=O)[O-])c1 (configuration not stated),2,-0.1,-7,-7,3,-1,-6,0,-12,-8
COc1cc(C(=O)Nc2ccc(S(=O)(=O)N3CCOCC3)cc2)c([N+](=O)[O-])cc1OC,-6,-2.0,3,-5,-1,-4,6,4,3,11
CCCNC(=O)c1n[nH]c2c1CC(C(C)(C)CC)CC2 (configuration not stated),0,-0.5,-11,-4,4,-1,-1,-3,-1,21
CC(=O)CC[C@H]1CC[C@]2(CCCN(S(C)(=O)=O)C2)O1,2,x,-6,x,5,-5,-1,5,x,x
CCCCn1c(SCC(=O)c2cc(OC)ccc2OC)nc2cc(S(N)(=O)=O)ccc21,-7,1.3,-21,-10,6,-3,-3,6,6,1
CCOc1ccc(NC(=O)CN(C)C(=O)c2cccc3ccccc23)cc1OCC,0,0.1,6,-2,-1,-2,1,-4,5,-4
CCOc1ccc(-n2c(C)nc3c(cnn3-c3ccc(Cl)cc3)c2=O)cc1,-1,-0.8,0,3,7,-3,-4,3,0,0
CCC(c1nnnn1CCOC)N(Cc1ccc(C)cc1)Cc1cc2cc(OC)ccc2[nH]c1=O (configuration not stated),1,0.1,1,-7,-2,1,8,-2,-3,4
CCOc1ccc(S(=O)(=O)NCCC(=O)NCc2cccnc2)cc1,2,2.2,0,-6,2,1,5,-4,-6,-4
O=C(COC(=O)c1cc(=O)[nH]c2ccccc12)NCc1ccc(F)cc1,2,1.9,-2,0,-5,2,-4,4,-4,5
CC(C)Oc1ccc(CCNC(=O)C2CCC(=O)N(Cc3cccc(F)c3)C2)cc1 (configuration not stated),-2,1.2,-6,6,0,4,-10,-9,8,5
CCCc1nnc(NC(=O)CCC(=O)N2CCN(C3CCCC3)CC2)s1,2,-0.1,-5,5,-4,-1,-2,-6,2,-6
Cc1cc(C)c(N(C(=O)c2csnn2)C(C(=O)NC(C)(C)C)c2ccncc2)c(C)c1 (configuration not stated),-5,0.9,-2,0,-5,0,3,-2,7,2
COc1ccc(NC(=O)C2CCN(S(=O)(=O)c3ccc(OC)c(OC)c3)CC2)cc1,-4,-1.6,-6,-3,6,-3,-1,4,7,10
O=S1(=O)c2ccc(N3CCCC3)cc2Oc2ccccc2CN1Cc1cn(Cc2cccc(C(F)(F)F)c2)nn1,2,x,4,x,4,-2,4,11,x,x
COc1ccccc1CNC(=O)C1CCCN(S(=O)(=O)c2cnc[nH]2)C1 (configuration not stated),0,-0.2,-1,-2,-4,-2,2,-2,-11,2
O=C1COc2ccc(S(=O)(=O)N3CCC(C(=O)NCc4ccc(F)cc4)CC3)cc2N1,0,-0.3,7,3,-3,-2,5,2,11,-2

# Further results.
SMILES,NPR1 activator,PG9 binder,mABHD4 FP,HTRA1 inhibitor,Rev-erbA mod,SMARCA2 act,GC-B act,rCAG binder,ARFGAP1 inhibitor,ASAP1 inh
CCOc1cc2[nH]c(=O)n(CCCCCC(=O)NCc3ccco3)c(=O)c2cc1OCC,4,0.1,4,0,-4,4,-8,-2,0,-4
COc1ccccc1CCn1cnc(-c2cccc(Br)c2)c1C(C)C,-12,0.0,-13,x,5,-9,-7,1,-3,-8
CCN(CC)c1ccc(NC(=O)CCS(=O)(=O)c2cccc3nsnc23)c(C)c1,-4,-3.1,-2,13,2,0,-2,-2,-9,-14
COc1ccc(NC(C)=O)cc1NC(=O)CN1CCN(C2c3ccccc3-c3ccccc32)CC1,-7,1.1,-5,-4,4,0,2,2,5,2
CCOC(=O)c1sc(=S)n(C)c1N,1,0.4,2,1,4,-1,-1,0,6,0
CC(=O)c1nnn(-c2cccc(C#N)c2)c1C,0,-1.8,-4,7,-6,0,-3,1,-4,-20
Cn1nc(C(F)(F)F)c(C#N)c1N1CCN(c2ccc(F)cc2)CC1,0,-1.2,-5,-1,1,-2,5,-3,-9,-2
O=C(COC(=O)c1ccccn1)Nc1nc(-c2cccc([N+](=O)[O-])c2)cs1,13,1.9,-1,-14,7,1,-1,13,4,-9
CC1(C(=O)Nc2ccccc2)Cc2ccccc2C(=O)O1 (configuration not stated),-1,-0.9,-1,2,7,0,0,-3,6,-5
COc1cc(/C=C/C(=O)OCN2C(=O)c3ccccc3C2=O)ccc1OC(F)F,1,2.5,4,2,1,-2,0,-3,3,4
O=S(=O)(c1ccc(-c2n[nH]c(=S)o2)cc1)N1CCCC1,0,-3.0,-4,0,3,-4,-4,4,-2,16
CN(C(=O)COC(=O)C1CCN(S(=O)(=O)c2c(Cl)cccc2Cl)CC1)c1ccccc1,0,-1.5,2,-16,-7,-3,-4,-4,14,-11
CCCn1c(SCC(=O)Nc2ccc(S(=O)(=O)N(C)C)cc2)n[nH]c1=O,-4,-1.4,-4,4,9,0,6,0,5,-5

# Entries listed so far that have a CF3 group, in the order listed:
SMILES,NPR1 activator,PG9 binder,mABHD4 FP,HTRA1 inhibitor,Rev-erbA mod,SMARCA2 act,GC-B act,rCAG binder,ARFGAP1 inhibitor,ASAP1 inh
COC(=O)c1ccccc1NC(=O)CSc1nc(-c2ccco2)cc(C(F)(F)F)n1,-10,1.5,-4,-10,8,1,-9,6,10,12
Cc1noc(C)c1CSCC(=O)N(C)CC(=O)Nc1ccccc1C(F)(F)F,8,-1.3,-6,-1,0,-2,6,-1,-1,5
O=S1(=O)c2ccc(N3CCCC3)cc2Oc2ccccc2CN1Cc1cn(Cc2cccc(C(F)(F)F)c2)nn1,2,x,4,x,4,-2,4,11,x,x
Cn1nc(C(F)(F)F)c(C#N)c1N1CCN(c2ccc(F)cc2)CC1,0,-1.2,-5,-1,1,-2,5,-3,-9,-2
